EP2 mod: EP2 receptor (human) modulation; P43116; EP2-expressing cells, cAMP HTRF FRET, PGE2 co-stimulation; induction, % at 25 µM; 260,000 compounds, 0.83% hits; AID 940;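 active = compounds whose cAMP rise, as percent of the full-agonist control response, exceeds 60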;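 also: rat C6 glioma line stably carrying human EP2 under a CMV promoter; the protocol text gives 20 µM as final concentration; 100% = response of wells given 1 µM PGE2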
TNF death inh: inhibitors of TNF-alpha induced necroptosis in Jurkat FADD-/- cells | Jurkat FADD-/- TNF necroptosis rescue, ATP luminescence, 24 h; 0 = TNF only, 100 = no-TNF cells | activation (protection from cell death), % at 10 µM | 220,000 compounds, 0.068% hits;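 active = activation, meaning protection from cell death, of at least 50% relative to plate controls; inactive = activation below 50%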;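 also: necroptosis triggered by 40 ng/mL TNF-alpha added together with compound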
Hck-Nef inh: human Hck-Nef kinase inhibition; AID 463187; P08631; inhibition, % at 20 µM; Recombinant Hck-YEEI plus Nef, Z-Lyte FRET kinase assay; 220,000 compounds, 0.68% hits;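 active = Hck-Nef kinase inhibition above about 50%, limit read from the data; inactive = inhibition below that limit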;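 also: 0% = DMSO with Hck plus Nef and 100% = Hck alone without Nef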
Runt-CBFb FRET: inhibitors of human RUNX1 Runt domain binding to CBFb; inhibition, % at 20 µM; Cerulean-Runt/Venus-CBFb FRET ratio 530/480, 1 h; 220,000 compounds, 0.46% hits;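 active = inhibition over about 50% at 20 µM in the single-dose screen, limit read from the data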;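 also: 0% = DMSO wells and 100% = excess unlabeled CBFb competitor control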
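Measured by: fluorescence energy transfer, 422 nm excitation, 530/480 nm emission; test system: Cerulean-tagged RUNX1 Runt domain (FRET donor) fusion protein; buffer or medium: Tris pH 7.5 buffer with BSA; compound: one dose, 20 µM compound, 1% DMSO; times: two 1 h room-temperature incubations shielded from light; benchmarks: unlabeled CBFb 5 µM, positive control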
PGE2 EP2 inh: blocks the human prostaglandin E2 receptor EP2; P43116; C6 glioma cells expressing human EP2, cAMP TR-FRET; cells stimulated with saturating PGE2; inhibition, % at 25 µM; 260,000 compounds, 0.52% hits; AID 1422;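 active = percent inhibition above 40 after rounding to a whole number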;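 also: rat C6 glioma host cells with rolipram phosphodiesterase inhibitor present; the protocol text gives 20 µM as final concentration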
PERK inhibitor: inhibitors of human PERK kinase; Q9NZJ5; CHO PERK-DD fusion, SEAP luminescence translation reporter; inhibition, % at 5.6 µM; 220,000 compounds, 0.17% hits; AID 1416;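 active = inhibition above the mean inhibition of all tested compounds plus 3 SD, set separately per screening campaign, cut at about 2.9% in these data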;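 also: PERK kinase domain activated by AP20187 dimerizer at 100 nM; 0% = DMSO with dimerizer and 100% = rapamycin at 8.4 µM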
Target sequence (Q9NZJ5 whole entry, looked up, the tested form may be a part): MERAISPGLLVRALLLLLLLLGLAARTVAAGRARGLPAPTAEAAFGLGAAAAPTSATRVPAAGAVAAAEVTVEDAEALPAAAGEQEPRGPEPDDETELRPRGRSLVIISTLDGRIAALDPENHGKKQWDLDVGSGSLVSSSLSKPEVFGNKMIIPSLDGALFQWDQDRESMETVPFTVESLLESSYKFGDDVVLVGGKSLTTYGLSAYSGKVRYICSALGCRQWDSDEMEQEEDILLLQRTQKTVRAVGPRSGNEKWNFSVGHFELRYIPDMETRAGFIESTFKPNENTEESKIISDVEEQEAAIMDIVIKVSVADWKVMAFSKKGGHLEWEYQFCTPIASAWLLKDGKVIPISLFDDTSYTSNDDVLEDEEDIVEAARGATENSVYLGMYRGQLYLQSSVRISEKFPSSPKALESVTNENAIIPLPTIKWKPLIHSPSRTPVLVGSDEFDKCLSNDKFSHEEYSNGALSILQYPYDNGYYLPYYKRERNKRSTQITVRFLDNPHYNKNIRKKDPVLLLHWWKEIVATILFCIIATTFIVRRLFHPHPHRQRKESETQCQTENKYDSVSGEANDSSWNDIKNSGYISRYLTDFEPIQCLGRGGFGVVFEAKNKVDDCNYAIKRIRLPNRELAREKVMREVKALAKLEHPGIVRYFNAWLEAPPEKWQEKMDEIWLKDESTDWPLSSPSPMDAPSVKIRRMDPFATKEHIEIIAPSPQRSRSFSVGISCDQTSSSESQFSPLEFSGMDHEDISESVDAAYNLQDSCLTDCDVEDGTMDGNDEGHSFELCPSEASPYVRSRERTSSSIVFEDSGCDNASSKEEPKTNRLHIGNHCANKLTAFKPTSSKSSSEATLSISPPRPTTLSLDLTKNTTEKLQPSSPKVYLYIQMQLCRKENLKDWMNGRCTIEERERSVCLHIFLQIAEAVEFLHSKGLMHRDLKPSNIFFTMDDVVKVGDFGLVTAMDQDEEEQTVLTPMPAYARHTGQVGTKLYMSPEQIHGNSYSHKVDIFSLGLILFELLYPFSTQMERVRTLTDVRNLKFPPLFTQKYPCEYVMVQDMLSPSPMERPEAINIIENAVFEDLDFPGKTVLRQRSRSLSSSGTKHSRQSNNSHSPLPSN
RBBP9 inh: inhibitors of human serine hydrolase RBBP9. 220,000 compounds, 0.2% hits. recombinant RBBP9, FP-Rh probe fluorescence polarization. inhibition, % at 7.94 µM;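 active = inhibition above the campaign mean of all tested compounds plus 3 SD, cut at about 14% in these data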;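 also: plate controls were DMSO wells with RBBP9 for no effect and wells lacking RBBP9 protein for full effect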
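Assay system: recombinant human RBBP9; Reagent: Serine-hydrolase probe FP-Rh, 375 nM pre-mixing; Doses: 7.94 µM single dose, 0.794% DMSO; Incubation: 30 min then 45 min, 25 °C; Detection: fluorescence polarization (mP), excitation 525 nm, emission 598 nm; Evaluation: percent inhibition from mP, scaled between DMSO and no-protein wells.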
Runt-SMMHC FRET: blocks binding of human RUNX1 Runt domain to CBFb-SMMHC; Cerulean-Runt/Venus-CBFb-SMMHC FRET ratio 530/480, 1 h; 220,000 compounds, 0.74% hits; Q01196+Q13951; inhibition, % at 20 µM;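 active = mean inhibition across duplicate retests at 20 µM reaching about 50%, limit read from the data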;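 also: 0% = DMSO wells and 100% = wells with excess untagged CBFb-SMMHC; inhibitors lower the FRET ratio by blocking Runt binding to CBFb-SMMHC; some results filed as inactive read as strong as hits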
zVAD death inh: blocks zVAD induced death of L929 cells | L929 zVAD necroptosis rescue, ATP luminescence, 24 h; with zVAD 60 µM | viability rescue, % at 10 µM | 220,000 compounds, 0.38% hits;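 active = activation, scaled between plate controls, above about 75%, limit read from the data; inactive = activation under that limit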;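 also: 0% = zVAD with DMSO and 100% = DMSO alone without zVAD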
Numbers without * were called inactive; x = no result given; & = joins results of further samples. The list is partial (hit frequency here may not be typical).

SMILES | EP2 mod | TNF death inh | Hck-Nef inh | Runt-CBFb FRET | PGE2 EP2 inh | PERK inhibitor | RBBP9 inh | Runt-SMMHC FRET | zVAD death inh
CCS(=O)(=O)N1CCN(c2ccc([N+](=O)[O-])c(NCc3ccccc3)c2)CC1 | -12 | -5.2 | -2 | -3 | 19 | -0.9 | -7 | 10 | 0.7
Cn1c(=O)[nH]c(=O)c2c1nc(OC(=O)c1ccccc1)n2CC(O)COc1ccccc1 (stereo not given) | 17 | -0.8 | -2 | -1 | 13 | 2.1 | -2 | 0 | 0.2
O=S1(=O)CC(O)C(NCCO)C1 (stereo not given) | 20 | 0.9 | -3 | 0 | 9 | 0.0 | 11 | -1 | 2.2
COc1ccc(C2CC(c3ccc([N+](=O)[O-])cc3)=NN2C(=O)c2ccccc2)cc1OC (stereo not given) | 21 | -2.9 | -6 | -1 | 8 | -0.3 | 1 | 0 | -0.8
C=CCNC(=O)c1ccc([N+](=O)[O-])c(Cl)c1 | 2 | -1.8 | -1 | 1 | 9 | 1.0 | -7 | -4 | 0.6
N#C/C(=C\c1ccco1)C(=O)Nc1cccc2ncccc12 | 8 | 1.5 | 10 | 61* | 5 | -0.3 | -5 | 29 | 1.4
O=C1CN(C(=O)COC(=O)c2ccc(N3CCCCCC3)c([N+](=O)[O-])c2)c2ccccc2N1 | 19 | 3.2 | 2 | -4 | 10 | -0.3 | -7 | 2 | -0.1
CCOc1ccc(CCNC(=O)C2CCN(c3nn4c(=O)cc(C)nc4s3)CC2)cc1OCC | 6 | -0.5 | 0 | -2 | 9 | 0.4 | 9 | 1 | 1.1
CCOC(=O)c1ccc(NC(=S)NCCc2ccc(F)cc2)cc1 | -49 | 2.9 | 6 | -3 | 12 | 0.6 | -21 | 0 | 1.4
Cc1ccc(CSCC(=O)N2CCN(c3ccccc3)CC2)cc1 | -3 | 1.9 | 2 | -2 | 5 | 0.3 | -12 | 2 | 0.6
CC(C)c1ccc(OCC(=O)NCc2ccco2)cc1 | 4 | 0.5 | 20 | -1 | 11 | 0.4 | 1 | -1 | 0.8
CCn1c(SCc2ccc(F)cc2)nnc1C1CCN(S(=O)(=O)c2ccc(OC)cc2)CC1 | 4 | -4.6 | 0 | -1 | 5 | 0.5 | 1 | 3 | 0.8
COc1ccc(NC(=O)CCC(=O)N(Cc2ccc(OC)c(OC)c2)c2nccs2)cc1 | 28 | 0.9 | 3 | -4 | 11 | 0.8 | -3 | -2 | -0.8
CCOc1ccc(/C=N/NC(=O)c2cc(-c3cccn3C)n[nH]2)cc1 | -29 | -0.6 | 10 | 6 | 6 | 0.9 | 1 | 0 | 0.0
C#CCSc1nnc(-c2ccc(OC)cc2)o1 | 41 | -0.6 | 0 | 2 | 15 | 0.3 | -7 | 1 | -0.1
CN(C)Cc1cc(O)c(CN(C)C)cc1O | -35 | -22 | -160 | 4 | 15 | 1.9 | 7 | 69* | -1.0
O=C(Nc1ccc(Cl)cn1)C1COc2ccccc2O1 (stereo not given) | 19&17 | 89* | 21 | x | 6&4 | 0.4 | -6 | x | 38
Cc1cc(C)c2cc(CN(CCN3CCCC3)C(=O)Nc3ccc(F)cc3)c(=O)[nH]c2c1 | -36 | 0.1 | -1 | 3 | 10 | -0.7 | -4 | -7 | -0.1
O=C(Nc1nc(-c2cccs2)c(-c2cccs2)s1)C1(c2ccccc2)CC1 | 10 | 0.8 | 0 | 4 | 7 | 1.3 | -10 | 1 | 0.5
CS(=O)(=O)N1CCc2cc(C(=O)Nc3ccccc3)ccc21 | -19 | 1.5 | 16 | x | 5 | 0.1 | 9 | x | 1.6
COc1ccc(OC)c(-n2c(O)cnc2Nc2nc(C)cc(C)n2)c1 | 2 | 1.6 | 2 | -1 | 11 | -0.6 | 1 | -1 | 1.4
Cc1nn(C)c(C)c1/C=C(/C(=O)C(C)C)n1cncn1 | -5 | 0.9 | 1 | -1 | 7 | 1.3 | -11 | 1 | 0.1
Cc1ccc(C(C(=O)NC(C)(C)C)N(Cc2ccco2)C(=O)Cn2nnc(-c3cccs3)n2)cc1 (stereo not given) | 29 | -4.2 | 12 | 0 | 4 | -0.7 | -8 | 10 | -0.2
COC(=O)CC/C(O)=C1\C(=O)CC(C)(C)CC1=NCc1nc2ccccc2[nH]1 | -20 | 1.7 | 0 | 0 | 7 | 0.0 | -12 | 3 | 0.0
COc1ccc(N2C(=O)/C(=C/c3ccc([N+](=O)[O-])cc3)C=C2c2ccccc2)cc1 | 9 | -2.5 | 1 | -3 | 8 | 0.0 | -5 | -3 | -0.2
CCOC(=O)C1(Cc2ccccc2C)CCCN(Cc2ccc(NC(C)=O)cc2)C1 (stereo not given) | 5 | -1.7 | -6 | -2 | 1 | 2.0 | 7 | -1 | -0.5
COC(=O)c1ccccc1NC(=S)NC(NC(=O)c1ccccc1[N+](=O)[O-])C(Cl)(Cl)Cl (stereo not given) | -55 | -2.2 | 1 | x | 11 | 0.0 | 2 | 1 | -0.1
CC(C)Cc1ccc(S(=O)(=O)N2CCOCC2)cc1 | 7 | 0.9 | 0 | 1 | 8 | -0.1 | 3 | 0 | -0.1
O=C1CN(C(=S)Nc2ccccc2Cl)CCN1 | 5 | 0.9 | 25 | 6 | 3 | 0.5 | -7 | -2 | 1.0
COc1cccc(CC(NC(C)=O)C(=O)NC2CCN(S(=O)(=O)c3ccc(NC(C)=O)cc3)CC2)c1 (stereo not given) | 10 | 0.9 | 21 | 0 | 11 | 0.5 | -5 | -1 | 4.0
COc1cc(C(=O)NC2CC3CCCC(C2)N3C2CC2)cc(OC)c1OC (stereo not given) | 9 | 2.3 | -3 | -1 | 8 | 0.0 | 5 | -81 | 4.2
COc1ccc(Cc2nc3ccccc3n2CC(=O)N/N=C/c2ccccc2)cc1OC | 25 | 2.1 | 4 | 0 | 12 | -0.5 | -3 | -1 | 0.8
Cc1nc2c(n1C1CCCCC1)C(=O)c1ccccc1C2=O | 25 | -9.8 | 4 | x | x | 0.9 | -10 | -18 | -0.1
Cc1cc(NC(=O)c2ccc(Cl)c(S(=O)(=O)N3CCOCC3)c2)no1 | 5 | 0.5 | 3 | 0 | 9 | 1.4 | -2 | -6 | 0.3
N#CCCN1CCN(S(=O)(=O)c2ccc(S(=O)(=O)NCC3CCCO3)cc2)CC1 (stereo not given) | 14 | 0.9 | -5 | 0 | 6 | 0.7 | -3 | 6 | -0.8
Cc1onc(-c2c(F)cccc2Cl)c1C(=O)Nc1nnc(C2CC2)s1 | -6 | -0.9 | 3 | -2 | 15 | -1.3 | -5 | -9 | -0.6
CCOc1ccc(N=C2NC(=O)/C(=C/C(=O)OC)S2)cc1 | -10 | -0.7 | 4 | -2 | 18 | 0.8 | -5 | 0 | 0.6
COc1ccc(CNC(=O)C(=O)NCC2CCCO2)cc1 (stereo not given) | 0 | -0.3 | -1 | 0 | 7 | 0.9 | 2 | 3 | 0.1
COc1cc(/C=N/n2c(C)nnc2C)cc(OC)c1OC | 0 | -0.5 | -18 | 2 | 15 | 1.3 | 0 | -2 | 0.3
CCOc1ccccc1-c1nc2c(C(C)(C)C)nn(C)c2c(=O)[nH]1 | 84* | 0.9 | 17 | 2 | 15 | 1.4 | -5 | 2 | 6.6
COc1ccccc1-c1cc(C(=O)Nc2ccccc2SC)no1 | 38 | -0.3 | 0 | -4 | 0 | 0.7 | -7 | -5 | 0.5
CCCCC1=NN(C(=O)c2cocc2C)C(O)(C(F)(F)F)C1 (stereo not given) | 39 | 0.2 | 10 | -4 | x | 1.2 | -11 | -6 | -0.7
O=C(Nc1cccc(-c2nc3ccccc3[nH]2)c1)c1ccc(C(=O)Nc2cccc(-c3nc4ccccc4[nH]3)c2)cc1 | -56 | 1.0 | -52 | -7 | 1 | -0.3 | -22 | -10 | 0.1
COc1ccc(S(=O)(=O)N2CCCC2C(=O)Nc2ccc(O)cc2)cc1 (stereo not given) | -47&-82 | -0.4 | 0 | 2 | 6&13 | 1.0 | -4 | -3 | 0.0
COc1ccc(NC(=O)C2=C(C)NC(=S)NC2c2ccc(O)c(OC)c2)cc1 (stereo not given) | 18 | -0.2 | 31 | 1 | 8 | 0.8 | 1 | 1 | 5.2
CCc1cc(CNC(=O)CC2C(=O)NCCN2Cc2cccc(OC)c2)on1 (stereo not given) | -4 | -0.2 | 12 | 0 | 6 | 0.4 | -3 | -2 | 0.5
CC1CCN(c2ccc(/C=C(\C#N)c3nn(-c4ccccc4)c(N)c3C#N)cc2[N+](=O)[O-])CC1 | 0 | 1.9 | 0 | -2 | 21 | 0.9 | -1 | -7 | 0.8
CC(=O)c1ccc(C(=O)N2CCC(CO)(Cc3cccc(C(F)(F)F)c3)CC2)cc1 | -29 | -3.6 | -5 | -5 | 4 | 0.7 | -5 | 0 | -0.1
CN1CCC(=C2c3ccccc3C(O)c3ccccc32)CC1 (stereo not given) | 7 | 2.7 | -6 | 3 | 4 | -0.3 | 8 | -3 | -0.9
CN1C(=O)CC(Nc2cccc3cccc(N)c23)C1=O (stereo not given) | -59 | -0.2 | 19 | -5 | 4 | 0.2 | 1 | -36 | 1.4

5 compounds already listed, ordered by the value under EP2 mod, descending.
| Molecule | EP2 mod |
| --- | --- |
| CN1CCC(=C2c3ccccc3C(O)c3ccccc32)CC1 (stereo not given) | 7 |
| COc1cc(/C=N/n2c(C)nnc2C)cc(OC)c1OC | 0 |
| CCOc1ccc(N=C2NC(=O)/C(=C/C(=O)OC)S2)cc1 | -10 |
| CC(=O)c1ccc(C(=O)N2CCC(CO)(Cc3cccc(C(F)(F)F)c3)CC2)cc1 | -29 |
| O=C(Nc1cccc(-c2nc3ccccc3[nH]2)c1)c1ccc(C(=O)Nc2cccc(-c3nc4ccccc4[nH]3)c2)cc1 | -56 |

Fetched one by one from the list above (4):
SMILES | EP2 mod | TNF death inh | Hck-Nef inh | Runt-CBFb FRET | PGE2 EP2 inh | PERK inhibitor | RBBP9 inh | Runt-SMMHC FRET | zVAD death inh
CC(=O)c1ccc(C(=O)N2CCC(CO)(Cc3cccc(C(F)(F)F)c3)CC2)cc1 | -29 | -3.6 | -5 | -5 | 4 | 0.7 | -5 | 0 | -0.1
CC1CCN(c2ccc(/C=C(\C#N)c3nn(-c4ccccc4)c(N)c3C#N)cc2[N+](=O)[O-])CC1 | 0 | 1.9 | 0 | -2 | 21 | 0.9 | -1 | -7 | 0.8
CN1C(=O)CC(Nc2cccc3cccc(N)c23)C1=O (stereo not given) | -59 | -0.2 | 19 | -5 | 4 | 0.2 | 1 | -36 | 1.4
COc1cc(/C=N/n2c(C)nnc2C)cc(OC)c1OC | 0 | -0.5 | -18 | 2 | 15 | 1.3 | 0 | -2 | 0.3

Source: PubChem
